SUMO1-SIM PPI = modulators of human SUMO1-mediated protein-protein interactions; P63165; SUMO1 binding to a labelled peptide, TR-FRET, 1 h; inhibition, % at 20 µM; 360,000 compounds, 0.33% hits; AID 602429; in the data active = inhibition above about 37%
STEP block = STEP (human) phosphatase inhibition. P54829. 360,000 compounds, 0.25% hits. AID 588621. inhibition, % at 20 µM. recombinant STEP, OMFP fluorogenic substrate, fluorescence;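 active = inhibition at 20 µM, scaled per plate between control wells, above about 37%, limit read from the data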;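 also: 0% = DMSO with enzyme and substrate and 100% = substrate only without enzyme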
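Material: STEP (striatal-enriched tyrosine phosphatase) enzyme, cell-free; Compound dosing: 20 µM single dose in 1% DMSO; Technique: fluorescence read at 480 nm ex / 540 nm em; Times: reaction 20 min, ambient temperature; Medium: 50 mM Bis-Tris pH 6.0 with 2.5 mM DTT and 0.005% Tween 20; Also added: OMFP at 25 µM.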
NadD block = inhibitors of Staphylococcus aureus NadD | purified NadD enzyme, colorimetric absorbance read-out | inhibition, % at 20 µM | 360,000 compounds, 0.78% hits; in the data active = inhibition above about 26%; also: some compounds past the cut are filed as inactive
DNMT1 block = inhibitors of human DNMT1; P26358; DNMT1 molecular beacon, Hinp1I cleavage, fluorescence; inhibition (reported as % activation of signal), % at 10 µM; 360,000 compounds, 0.83% hits; in the data active = inhibition above about 50%
TbMetRS inhib = Trypanosoma brucei MetRS inhibition; purified T. brucei MetRS, ATP depletion, Kinase-Glo luminescence; inhibition, % at 11.9 µM; 360,000 compounds, 0.4% hits;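 active = inhibition above a per-plate cutoff of the control wells' mean inhibition plus 3 SD, cut at about 5.5% in these data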;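 also: 0% = DMSO wells median and 100% = median of wells with control inhibitor compound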
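Material: T. brucei methionyl-tRNA synthetase, purified; reagent: substrates ATP, L-methionine and bulk Escherichia coli tRNA; dosing: 11.9 µM single point; timing: 15 min plus 2 h at 25 °C; detection: luminescence of leftover ATP; evaluation: % inhibition; control set: DMSO-only wells as low control; replicates: singlicate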
Rpn11 inh = blocks the human proteasome subunit Rpn11 | O00487 | human 26S proteasome, Ub4-pepOG fluorescence polarization; 20S core pre-blocked with epoxomicin | calls only at 20 µM | 360,000 compounds, 0.59% hits;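 active = inhibition at 20 µM, scaled to each plate's controls, above about 33%, limit read from the data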
Target sequence (O00487 whole entry, looked up): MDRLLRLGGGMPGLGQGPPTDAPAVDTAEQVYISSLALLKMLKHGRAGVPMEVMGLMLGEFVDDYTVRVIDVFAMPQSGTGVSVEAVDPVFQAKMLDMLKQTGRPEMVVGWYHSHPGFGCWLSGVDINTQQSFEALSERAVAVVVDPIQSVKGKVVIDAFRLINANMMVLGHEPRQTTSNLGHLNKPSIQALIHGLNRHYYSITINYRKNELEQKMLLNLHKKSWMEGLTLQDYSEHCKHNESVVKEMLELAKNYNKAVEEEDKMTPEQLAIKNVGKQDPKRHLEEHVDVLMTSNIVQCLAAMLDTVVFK
LMPTP block = LMPTP (human) inhibition; recombinant LMPTP-A, OMFP fluorogenic substrate, fluorescence intensity; 360,000 compounds, 0.22% hits; inhibition, % at 20 µM; AID 651560;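 active = compounds that cut the enzyme signal by at least half of the control window in the single-dose screen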;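 also: plate controls were DMSO wells with enzyme plus substrate for no effect and substrate without enzyme for full effect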
Target sequence (P24666 whole entry, looked up): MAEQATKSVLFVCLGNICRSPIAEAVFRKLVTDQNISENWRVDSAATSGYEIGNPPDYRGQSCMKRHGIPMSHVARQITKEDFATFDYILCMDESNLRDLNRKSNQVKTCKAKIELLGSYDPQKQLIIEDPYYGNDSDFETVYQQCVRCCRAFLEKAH
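Material: LMPTP-A; amount: 0.625 nM enzyme; doses: single 20 µM dose; times: reaction 50 min, room temperature, dark; technique: fluorescence intensity of OMFP turnover product; benchmarks: no-enzyme and uninhibited controls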
PABP1 MLLE inh = inhibitors of microRNA-mediated deadenylation, human PABP1 MLLE binding. AID 588489. 360,000 compounds, 0.36% hits. GST-MLLE / FITC-PAM2 fluorescence polarization. inhibition, % at 20 µM; in the data active = inhibition above about 35%, passing the limit was not always enough;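 also: plate controls were DMSO wells with GST-MLLE for no effect and wells lacking GST-MLLE protein for full effect; some results filed as inactive read as strong as hits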
Target sequence (P11940 whole entry, looked up): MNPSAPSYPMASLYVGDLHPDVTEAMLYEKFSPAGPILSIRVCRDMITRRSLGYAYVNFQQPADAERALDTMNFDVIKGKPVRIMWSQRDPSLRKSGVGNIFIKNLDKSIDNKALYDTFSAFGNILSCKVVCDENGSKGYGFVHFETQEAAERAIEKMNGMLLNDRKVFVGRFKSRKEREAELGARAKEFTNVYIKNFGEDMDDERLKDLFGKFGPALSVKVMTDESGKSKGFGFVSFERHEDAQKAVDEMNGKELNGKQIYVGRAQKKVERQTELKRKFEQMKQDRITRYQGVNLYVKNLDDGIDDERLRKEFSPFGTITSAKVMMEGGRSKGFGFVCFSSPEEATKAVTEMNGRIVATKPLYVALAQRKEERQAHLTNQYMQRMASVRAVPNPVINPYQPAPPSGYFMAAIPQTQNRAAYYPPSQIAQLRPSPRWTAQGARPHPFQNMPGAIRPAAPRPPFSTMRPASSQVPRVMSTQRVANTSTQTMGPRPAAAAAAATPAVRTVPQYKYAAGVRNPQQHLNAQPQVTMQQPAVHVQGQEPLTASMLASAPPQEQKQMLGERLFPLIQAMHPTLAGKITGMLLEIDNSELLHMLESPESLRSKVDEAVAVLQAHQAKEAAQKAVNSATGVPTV
Scp-1 inhibitor = inhibitors of human Scp-1 phosphatase. Recombinant Scp1, phosphopeptide, malachite green phosphate absorbance. inhibition, % at 20 µM. 340,000 compounds, 0.88% hits. AID 493091;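 active = inhibition above about 50% at 20 µM, limit read from the data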;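 also: plate controls were DMSO wells with enzyme for no effect and wells lacking enzyme for full effect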
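Test system: SCP-1 catalytic domain; Buffer or medium: Acidic Tris acetate buffer with magnesium and detergent; Also added: Phosphorylated 17-residue peptide substrate; Compound: single 20 µM dose, 1% DMSO; Schedule: enzyme reaction 45 min at room temperature, colour 5 min, stabilisation 30 min; Signal: Phosphate-binding colour reagent, absorbance read at 630 nm.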
CSN inh = inhibitors of human CSN-mediated cullin deneddylation | Q92905 | Purified CSN, SCF-Nedd8-OG deneddylation, fluorescence polarization | inhibition, % at 12.5 µM | 360,000 compounds, 0.38% hits | AID 651999;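 active = pattern-corrected inhibition above about 35%, with an unprinted fluorescence ratio check between 0.5 and 1.5, limit read from the data, passing the limit was not always enough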;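 also: 0% = enzyme with substrate and 100% = substrate without enzyme; some results filed as inactive read as strong as hits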
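Assay system: Purified human Csn5 enzyme expressed in HEK293T cells | Amount: Enzyme 0.24 nM | Measured by: Fluorescence polarization readout | Medium: Tris/NaCl/DTT buffer, pH 7.5 | Compound dosing: One concentration, 12.5 µM, 0.25% DMSO | Times: 90 min incubation of compound, enzyme and substrate at room temperature | Control set: no-enzyme wells high, enzyme-with-substrate wells low | Read-out: % inhibition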
Numbers without * were called inactive; i = inactive; nt = no result given; & = joins results of further samples.

no.	SMILES	SUMO1-SIM PPI	CSN inh	TbMetRS inhib	DNMT1 block	Rpn11 inh
1	CCn1cc(C(=O)NCCc2ccc(OC)cc2)c(=O)c2ccc(C)nc21	7	0	0.3	1	i
2	CC(C(=O)N(C)C1CCS(=O)(=O)C1)N1C(=O)/C(=C/c2ccco2)SC1=S (centres undefined)	-15	8	-0.2	20	i
3	CN(C)/C=N/n1cnc2ccccc2c1=O	1	5	-0.6	-1	i
4	Cc1nccn1CC(=O)N/N=C/c1cccs1	-2	0	-0.4	1	i
5	O=C(O)Cc1ccc(NCc2ccccc2Cl)cc1	2	-3	-0.9	-1	i
6	O=C(CSc1n[nH]c(-c2ccccn2)n1)Nc1cccc(Cl)c1	4	7	0.2	1	i
7	Cc1ccc(-c2cn3nc(-c4ccccc4)c(-c4ccccc4)nc3n2)cc1	-17	9	-0.7	6	i
8	COc1cccc(/C=C2\SC(=S)N(CCCC(=O)N3CCCC3)C2=O)c1	-39	2	-0.6	0	i
9	CCOC(=O)Cc1csc(NC(=O)CSc2nnc(-c3ccncc3)n2Cc2ccco2)n1	3	0	0.0	4	i
10	CC1=NNC(=O)C1CCC(=O)N/N=C/c1ccccc1 (centres undefined)	-2	-2	-0.7	-1	i

no.	NadD block	Scp-1 inhibitor	PABP1 MLLE inh	LMPTP block	STEP block
1	-7	-1	-2	1.4	0
2	5	23	-8	1.1	3
3	3	29	2	-1.1	2
4	-1	-4	5	-1.7	-3
5	2	-9	0	-1.2	1
6	-5	-5	-17	1.6	1
7	6	8	53	2.2	-8
8	6	-7	5	1.8	-1
9	2	-2	6	0.5	2
10	-9	-13	2	-0.2	1

More compounds:
no.	SMILES	SUMO1-SIM PPI	CSN inh	TbMetRS inhib	DNMT1 block	Rpn11 inh
11	Cc1ccc(OCC(=O)Nc2ccc(NC(=O)c3cccs3)cc2)c(C)c1	4	-2	0.7	6	i
12	COC(=O)c1ccc(OC)c(OC)c1Cl	3	0	0.1	-2	i
13	CC(=O)c1ccc(NC(=O)CN2C(=O)NC(C)(c3ccc4c(c3)OCCO4)C2=O)cc1 (centres undefined)	5	3	-0.2	-6	i
14	N=C(N)c1ccc(O)cc1	2	-8	-1.4	0	i
15	Cc1cccc(NCC(=O)N/N=C\c2cccc(Oc3ccccc3)c2)c1	-1	-4	-0.5	-14	i
16	Cc1ccc(CN2CCNC(=O)C2CC(=O)O)o1 (centres undefined)	1	0	-0.5	-5	i
17	CC(Oc1ccc(Cl)cc1Cl)c1ccnc(N)n1 (centres undefined)	1	-5	1.7	1	i
18	Cc1ccc(Nc2nc(Oc3ccc(=O)[nH]n3)nc(N(C)C)n2)cc1	-1	-3	0.7	-3	i
19	O=C(N/N=C/c1ccccc1OCc1ccccc1Cl)c1cccnc1	5	-5	-0.2	-5	i
20	COC(=O)c1ccsc1NS(=O)(=O)c1ccccc1	8	1	-0.2	1	i

no.	NadD block	Scp-1 inhibitor	PABP1 MLLE inh	LMPTP block	STEP block
11	-4	2	-1	-2.5	-1
12	-4	-11	20	-0.4	-2
13	7	-8	2	-1.7	-2
14	4	5	-14	3.7	0
15	-7	-4	3	4.7	-2
16	5	0	2	-1.0	-4
17	16	-3	-12	-0.1	-3
18	3	-2	4	-2.3	-6
19	-6	-4	-3	3.0	1
20	-3	-5	-10	-1.2	-1

(next part)
no.	SMILES	SUMO1-SIM PPI	CSN inh	TbMetRS inhib	DNMT1 block	Rpn11 inh
21	Cc1cc(C)cc(N(CC(=O)NCc2ccc3c(c2)OCO3)C(=O)CCC(=O)Nc2ccccn2)c1	3	1	-1.2	-1	i
22	Cc1nn(-c2ccccc2)c(C)c1/C=N/n1c(-c2ccc(C(C)(C)C)cc2)n[nH]c1=S	2	0	-1.3	-6	i
23	Cc1cc(C)c(S(=O)(=O)N2CCCOC2CNC(=O)C(=O)NCCCn2ccnc2)c(C)c1 (centres undefined)	-1	-2	0.0	-3	i
24	COc1ccc2ccc(OCC(=O)N3c4ccccc4NC(=O)CC3C)cc2c1 (centres undefined)	-3	1	-0.2	-5	i
25	O=C(Nc1cc(S(=O)(=O)N2CCOCC2)ccc1OCC(F)(F)F)C1CCCC1	1	-1	0.3	-4	i
26	Cc1c(C2=CCN(S(=O)(=O)c3ccc(Br)cc3)CC2)c2ccccc2n1C	10	-4	0.3	10	i
27	C/C(=N\NC(=O)C(=O)Nc1cc(Cl)ccc1Cl)c1ccncc1	0	3	-0.5	3	i
28	Cc1ccc(SC(C)C(=O)NCc2cccnc2)cc1 (centres undefined)	1	-4	-0.5	1	i
29	Nc1nc(SCC(=O)Nc2cccc(Oc3ccccc3)c2)n[nH]1	-1	3	0.1	-9	i
30	CCCCN=C(C)C1=C(O)CSC1=O	5	0	-1.4	0	i

no.	NadD block	Scp-1 inhibitor	PABP1 MLLE inh	LMPTP block	STEP block
21	0	-2	7	-1.9	-4
22	26	3	-79	4.3	3
23	-2	-1	-4	-1.5	2
24	-1	1	1	0.4	-1
25	3	nt	9	-0.7	-3
26	-4	-16	-10	1.7	2
27	1	3	-7	-1.8	2
28	-6	-3	8	-0.5	3
29	-2	9	-14	-0.1	0
30	-2	-7	14	0.1	-1

Next structures.
no.	SMILES	SUMO1-SIM PPI	CSN inh	TbMetRS inhib	DNMT1 block	Rpn11 inh
31	O=C(O)C1C2CCCCC2=C2CCCCC2C1C(=O)O (centres undefined)	-2	-2	0.5	-4	i
32	COc1ccc(-c2cc3ccc(O)cc3oc2=O)cc1OC	-30	2	-0.3	0	i
33	C/C(=N\Nc1nc2ccccc2[nH]1)c1ccc(Cl)s1	-9	-2	3.4	-4	i
34	CC(=O)Nc1ccc(S(=O)(=O)NCCC(=O)OCC(=O)c2cccc(Br)c2)cc1	4	1	-0.3	2	i
35	CSc1ccc(Cn2c(C)c(C(=O)NCc3ccc4c(c3)OCO4)sc2=O)cc1	5	1	0.2	-7	i
36	NC(=O)C1(N2CCCCC2)CCN(C(=S)Nc2cc(F)cc(F)c2)CC1	0	6	0.5	-4	i
37	Cc1cccc(NC(=O)NCc2ccccn2)c1	2	4	0.7	3	i
38	COc1ccc(-c2cc(C(=O)NCC3CCCCC3)[nH]n2)c(C)c1	2	1	-0.2	-2	i
39	COc1ccc(S(=O)(=O)N2CCOCC2)cc1NC(=O)[C@@H]1CCCN1C(=O)c1cccs1	1	2	0.6	-5	i
40	O=C(c1ccc(S(=O)(=O)N2CCc3ccccc3C2)cc1)N1CCCCC1	-3	4	-0.6	3	i

no.	NadD block	Scp-1 inhibitor	PABP1 MLLE inh	LMPTP block	STEP block
31	-2	-2	0	-0.3	-1
32	-4	-10	9	-0.4	-1
33	1	-2	1	1.5	8
34	-2	-7	-23	0.2	-2
35	-4	nt	1	3.0	4
36	-2	-10	-55	-2.1	-1
37	-1	2	9	0.1	1
38	2	nt	-3	0.6	0
39	7	-4	-19	-0.2	-1
40	-4	3	-3	-1.1	-3

Other records:
no.	SMILES	SUMO1-SIM PPI	CSN inh	TbMetRS inhib	DNMT1 block	Rpn11 inh
41	C=CCSc1nsc(NC(=O)Nc2ccc(F)cc2)n1	1	-3	2.4	-11	i
42	COc1ccc(NS(=O)(=O)c2cccc(NC(=O)c3ccc(Cl)nc3)c2)cc1	11	4	-0.3	-2	i
43	CC(=O)NC(CC(=O)O)C(=O)O (centres undefined)	-3	-9	-0.2	1	i
44	COc1ccc2c(c1OC)C(=O)N(c1ccc(C)cc1)C2	-1	1	-0.2	0	i
45	COc1cc(NC(=O)c2cnc(N)o2)cc(C(=O)Nc2cccc(C(F)(F)F)c2)c1	-1&8	-1&0	-1.3&0.0	-2&-9	i
46	COc1ccc(C2=C(C=C(C#N)C#N)C(c3ccccc3C)c3ccccc3O2)cc1OC (centres undefined)	-3	5	-0.3	-4	i
47	CCC[C@@H](NS(=O)(=O)c1ccc(C)cc1)C(=O)Oc1ccc2c3c(c(=O)oc2c1)CCC3	2	-4	1.7	6	i
48	CCC(C)C(NC(=O)OCc1ccccc1)C(=O)OCN1C(=O)c2ccccc2C1=O (centres undefined)	-7	-3	-0.4	-1	i
49	CCOc1ccc(CCNC(=O)COC(=O)Cc2c[nH]c3ccccc23)cc1OCC	0	-2	-0.4	-1	i
50	CCN(CC)S(=O)(=O)c1ccc(N2CC(C(=O)NCCC3=CCCCC3)CC2=O)cc1 (centres undefined)	4	-1	-0.2	-4	i
51	COC(=O)[C@]1(C)N[C@H](CN(C)C(=O)Nc2ccccc2)[C@@H]2C(=O)N(C)C(=O)[C@@H]21	3	-3	0.5	0	i
52	COc1ccc(NC(=O)c2cc(-c3ccc(F)cc3OC)n[nH]2)cc1OC	9	-1	-0.3	-4	i
53	COc1ccccc1N1CCN(C(=O)c2cc(=O)c3ccc(C)cc3o2)CC1	0	-3	-0.1	0	i

no.	NadD block	Scp-1 inhibitor	PABP1 MLLE inh	LMPTP block	STEP block
41	-3	-5	5	2.2	-1
42	-1	-7	9	0.1	1
43	2	-6	17	-1.1	0
44	0	-10	-9	-0.2	1
45	-7&-1	1	1&-7	1.5&2.0	-1&1
46	12	-12	8	3.8	5
47	-2	-16	6	3.0	-1
48	-5	3	18	2.0	0
49	-3	-7	-3	0.4	-1
50	-2	0	0	-0.2	2
51	1	-8	-10	-1.3	-2
52	-3	nt	-5	0.6	2
53	-2	-1	11	0.6	2

5 entries drawn at random from the list so far, as already listed:
no.	SMILES	SUMO1-SIM PPI	CSN inh	TbMetRS inhib	DNMT1 block	Rpn11 inh
50	CCN(CC)S(=O)(=O)c1ccc(N2CC(C(=O)NCCC3=CCCCC3)CC2=O)cc1 (centres undefined)	4	-1	-0.2	-4	i
48	CCC(C)C(NC(=O)OCc1ccccc1)C(=O)OCN1C(=O)c2ccccc2C1=O (centres undefined)	-7	-3	-0.4	-1	i
43	CC(=O)NC(CC(=O)O)C(=O)O (centres undefined)	-3	-9	-0.2	1	i
41	C=CCSc1nsc(NC(=O)Nc2ccc(F)cc2)n1	1	-3	2.4	-11	i
53	COc1ccccc1N1CCN(C(=O)c2cc(=O)c3ccc(C)cc3o2)CC1	0	-3	-0.1	0	i

no.	NadD block	Scp-1 inhibitor	PABP1 MLLE inh	LMPTP block	STEP block
50	-2	0	0	-0.2	2
48	-5	3	18	2.0	0
43	2	-6	17	-1.1	0
41	-3	-5	5	2.2	-1
53	-2	-1	11	0.6	2
